Caspase-7 inhib: qHTS Assay for Allosteric/Competitive Inhibitors of Caspase-7; P55210; recombinant caspase-7, Ac-DEVD-AFC fluorescence rate; Potency, µM (series often up to 57.5 µM), for the others: at the top dose activity change, negative = inhibition, actives largely listed as inhibitors; actives 0.02% (n = 75,000); AID 889, 2007; active = well fitted inhibition curve with a large enough effect in the main read-out, with a control signal flat, not every such curve was filed as active; inconclusive = small, poorly fitted or top-dose-only effect, or a change in a side signal; also: potency is read from the fitted curve at half-maximal effect; % of control where 0% means no effect
Target sequence (P55210 24-198 limits assumed): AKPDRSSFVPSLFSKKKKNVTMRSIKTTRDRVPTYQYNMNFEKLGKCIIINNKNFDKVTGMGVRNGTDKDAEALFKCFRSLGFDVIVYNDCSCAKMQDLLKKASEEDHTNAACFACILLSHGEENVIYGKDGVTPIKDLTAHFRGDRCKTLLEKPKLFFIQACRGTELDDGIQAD
Target sequence (P55210 207-303 limits assumed): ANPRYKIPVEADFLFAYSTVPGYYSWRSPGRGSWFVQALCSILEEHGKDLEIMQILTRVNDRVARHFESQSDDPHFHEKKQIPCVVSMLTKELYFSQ
HEK293 cAMP ctrl: qHTS Assay for Agonists of the Thyroid Stimulating Hormone Receptor: Activators of Intracellular cAMP Concentrations in Parental HEK 293; AID 938, 2007; Potency, µM (highest dose often 57.1 µM), for the others: at the top dose activation, usual class: activators; parental HEK293 CNG cAMP sensor, membrane potential fluorescence; actives 2.5% (n = 73,000); also: potency is read from the fitted curve at half-maximal effect; % of control where 0% means no effect; nearly all actives have a fitted effect of over 55% in size
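Parental HEK 293 cells stably expressing a modified CNG channel (no TSHR) report cAMP rise as membrane depolarization. Membrane potential dye with 100 uM RO 20-1724 was loaded for 60 min at room temperature, then compound added for 30 min; fluorescence read at 590 nm.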
4MU fluor: qHTS Assay for Spectroscopic Profiling in 4-MU Spectral Region; compound autofluorescence, 340/450 nm, 4-MU equivalents; active compounds read high; max dye-equivalent concentration, M; actives 11% (n = 59,000); in the data active = max dye-equivalent concentration above about 10 nM; inconclusive = mostly about 1.1 nM to 9.6 nM
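Compounds in 100 mM Tris, pH 8.0, sat 15 min at room temperature before fluorescence was read at 340 nm excitation/450 nm emission; a per-plate six-point 4-MU standard curve converted signals to dye-equivalent concentration at each compound concentration.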
A350 fluor: qHTS Assay for Spectroscopic Profiling in A350 Spectral Region; Compound autofluorescence, 340/450 nm, Alexa 350 dye-equivalents; active compounds read high; max dye-equivalent concentration, M; actives 11% (n = 59,000); AID 590, 2007; in the data active = max dye-equivalent concentration above about 10 nM; inconclusive = mostly about 1.1 nM to 9.6 nM
Fluorescein autfl: qHTS Assay for Spectroscopic Profiling in Fluorescein Spectral Region. Compound autofluorescence, 480/540 nm, fluorescein-equivalent; active compounds read high. max fluorescein-equivalent concentration, M. actives 0.91% (n = 59,000); in the data active = max fluorescein-equivalent concentration above about 10 nM; inconclusive = between about 1.1 nM and that limit
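Read-out is intrinsic compound fluorescence at 480/540 nm (excitation/emission), expressed as dye-equivalent concentration using a fluorescein standard series run on every plate. Compounds sat 15 min at room temperature in 100 mM Tris, pH 8.0.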
UbGFP stabilizer: Ubiquitin-GFP Assay. 67,000 tested, under 10 active. Ubiquitin-GFP reporter cells, proteasome inhibition, GFP fluorescence; response scale: untreated = 0%, 10 µM MG-132 = 100%. Potency, µM (series often up to 45.9 µM), for the others: at the highest dose activation (GFP accumulation), hits mostly activators. AID 526, 2006; active = well fitted activation curve with a large enough effect, not every such curve was filed as active; inconclusive = small, poorly fitted or top-dose-only effect, or another doubt; inactive = no such curve, though single readings can be large or run the other way; also: potency is read from the fitted curve at half-maximal effect
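U2OS cells stably expressing ubiquitin(G76V)-GFP, seeded overnight in 0.5% FBS medium, were exposed to compounds (qHTS, 46 uM to 2.9 nM) for 4 hr at 37 °C. GFP-positive cells were counted by laser cytometry (488 ex/515 em), normalized between basal and 10 uM MG-132.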
BRCT PPI green: qHTS Assay for Inhibitors of BRCT-Phosphoprotein Interaction (Green Fluorophore); BRCA1 BRCT-phosphopeptide binding, green fluorescence polarization; Potency, µM (top dose mostly 76.9 µM), without a hit: top-dose activity change, negative = inhibition, usual class: inhibitors; Breast cancer type 1 susceptibility protein (Homo sapiens), P38398; actives 0.05% (n = 75,000);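 also: potency is read from the fitted curve at half-maximal effect; plate controls were peptide without protein for full effect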
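Compounds were incubated for 12 min at room temperature with a complex of 100 nM fluorescein-tagged pBACH1 decapeptide and 250 nM His-tagged BRCT protein. Buffer was phosphate pH 7.3 with EDTA, DTT and Tween 20. Disruption of binding lowers the polarization signal.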
Epigenetic mod: qHTS Assay for Epigenetic Modulators; mouse C127i GFP locus derepression, cytometry, 30 h; Potency, µM (doses to about 46.1 µM), for inactives: top-dose GFP derepression (activation); actives 0.09% (n = 68,000); AID 597, 2007; also: % of control where 0% means no effect
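Derepression screen: silenced CMV-GFP reporter in murine C127i cells, 30 h compound incubation at 37 C, washed cells imaged by laser-scanning cytometer to enumerate GFP-expressing objects of 20 to 120 um.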
USP2a inh: qHTS Assay for Inhibitors of Ubiquitin-specific Protease USP2a. Ubiquitin carboxyl-terminal hydrolase 2 (Homo sapiens), O75604. Potency, µM (titrated, usually from 38.3 µM), without a hit: top-dose activity change, negative = inhibition, actives largely listed as inhibitors. actives 0.1% (n = 60,000). USP2a enzymatic assay, qHTS inhibition;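 also: potency is read from the fitted curve at half-maximal effect; nearly all actives have a fitted effect of over 60% in size; plate controls were DMSO for no effect and NEM full inhibition control for full effect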
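USP2 core (20nM final) preincubated 30 min RT with compound, then Ub-PLA2 20nM and NBD C6-HPC 20uM final added; buffer 20mM Tris-HCl pH 8.0, 2mM CaCl2. Fluorescence Ex 460/Em 535 read at 0 and 2.5 h; normalized to NEM.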
Casp1 inh: qHTS Assay for Allosteric/Competitive Inhibitors of Caspase-1. actives 0.03% (n = 75,000). P29466. Caspase-1 enzyme, Ac-WEHD-AFC fluorogenic rate. AID 900, 2007. Potency, µM (highest dose often 57.5 µM), inactives show at the top dose activity change, negative = inhibition, hits mostly inhibitors;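 also: potency is read from the fitted curve at half-maximal effect; plate controls were vehicle for no effect and no substrate for full effect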
Target sequence (P29466 120-297 limits assumed): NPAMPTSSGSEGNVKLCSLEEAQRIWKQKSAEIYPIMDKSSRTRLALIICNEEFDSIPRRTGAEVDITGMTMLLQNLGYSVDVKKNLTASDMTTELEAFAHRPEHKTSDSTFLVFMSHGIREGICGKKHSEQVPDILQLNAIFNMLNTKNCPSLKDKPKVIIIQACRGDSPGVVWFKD
Target sequence (P29466 317-404 limits assumed): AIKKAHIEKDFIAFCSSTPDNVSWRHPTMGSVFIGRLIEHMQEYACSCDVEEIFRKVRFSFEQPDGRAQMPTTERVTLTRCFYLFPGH
BRCT inh red: qHTS Assay for Inhibitors of BRCT-Phosphoprotein Interaction (Red Fluorophore) | Breast cancer type 1 susceptibility protein (Homo sapiens), P38398 | BRCT-phosphopeptide binding, red fluorescence polarization | actives 0.03% (n = 75,000) | Potency, µM (doses to about 76.9 µM), inactives show top-dose activity change, negative = inhibition, usual class: inhibitors; also: % is scaled to controls: 0 for no effect and ±100 for the full control effect
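Rhodamine-labelled pBACH1 10-mer (100 nM) bound to BRCT domain (100 nM) at pH 7.3; compounds incubated 12 min room temperature, polarization read. Free peptide defines full inhibition; unlabelled decapeptide titrated as control.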
Numbers without * were called inactive; i = inactive; ? = inconclusive; . = not tested or not shown; [ ] = another dose, or the depositor's remark. Unless noted, calls follow the shape of the dose curve; as a rule, active = well fitted curve in the direction sought with a large enough effect; inconclusive = small, poorly fitted or top-dose-only effect, or another doubt; inactive = no such curve, though single readings can be large; an effect the other way counts as inactive or inconclusive. Some of the compounds tested. The share of hits here may be higher or lower than overall.

Under each structure – Caspase-7 inhib	HEK293 cAMP ctrl	4MU fluor	A350 fluor	Fluorescein autfl	UbGFP stabilizer	BRCT PPI green	Epigenetic mod	USP2a inh	Casp1 inh	BRCT inh red
CCOC(=O)C1C(=O)NC(SCC(N)=O)=C(C#N)C1c1ccccc1OCC (stereo not drawn)
 : -1.2%	9.2%	.	.	.	0.0%	18.3%	2.5%	2.4%	-0.4%	2.9%
COc1ccc(OC)c(C(=O)c2ccc(C(=O)N3CCCCC3)cc2)c1
 : -0.7%	10.7%	.	.	.	10.3%	-2.7%	-6.6%	-0.9%	-7.2%	-0.3%
Cn1cc(S(=O)(=O)N2CCc3ccccc3C2)c(=O)n(C)c1=O
 : 2.4%	7.2%	.	.	.	6.4%	-5.8%	.	.	1.0%	-1.0%
COCCOC(=O)c1c(C)oc2ccc(NS(=O)(=O)c3ccc(F)cc3)cc12
 : -3.0%	21.5%	.	.	.	-7.3%	0.0%	3.6%	10.8%	-2.5%	-0.2%
CC(C)CC(=O)Nc1ccccc1N1CCOCC1
 : 8.3%	6.9%	i	i	?	1.7%	-0.4%	-2.5%	-0.4%	3.8%	-0.6%
CC(=O)Oc1cccc(N2C(=O)C3CC=C(Cl)CC3C2=O)c1 (stereo not drawn)
 : -6.4%	12.9%	.	.	.	2.9%	-3.7%	7.5%	6.8%	-3.4%	-1.2%
CCC(C)Nc1ccc(NC(C)CC)cc1 (stereo not drawn)
 : -10.1%	-1.1%	.	.	.	.	0.2%	.	.	?	-7.9%
O=C(c1n[nH]c2c1CCCC2)n1ccnc1
 : -0.9%	-3.2%	i	i	?	3.7%	-0.3%	-1.0%	1.3%	-0.7%	-0.3%
O=C(CCCn1c(SCC(=O)NC2CCCC2)nc2ccccc2c1=O)NCC1CCCO1 (stereo not drawn)
 : 1.2%	4.0%	i	i	?	-4.6%	-0.1%	-1.1%	3.5%	-1.9%	1.0%
O=C(NCCc1ccccc1)C1CCN(C(=O)c2sccc2-n2cccc2)CC1
 : -1.4%	10.9%	.	.	.	-4.5%	0.3%	-3.4%	.	-0.7%	-0.2%

Whole records as entered above. Screens in order: Caspase-7 inhib, HEK293 cAMP ctrl, 4MU fluor, A350 fluor, Fluorescein autfl, UbGFP stabilizer, BRCT PPI green, Epigenetic mod, USP2a inh, Casp1 inh, BRCT inh red
CC(C)CC(=O)Nc1ccccc1N1CCOCC1 is listed with 8.3%, 6.9%, i, i, ?, 1.7%, -0.4%, -2.5%, -0.4%, 3.8%, -0.6%
CCC(C)Nc1ccc(NC(C)CC)cc1 (stereo not drawn) is listed with -10.1%, -1.1%, ., ., ., ., 0.2%, ., ., ?, -7.9%
O=C(CCCn1c(SCC(=O)NC2CCCC2)nc2ccccc2c1=O)NCC1CCCO1 (stereo not drawn) is listed with 1.2%, 4.0%, i, i, ?, -4.6%, -0.1%, -1.1%, 3.5%, -1.9%, 1.0%

The list continues.
Under each structure – Caspase-7 inhib	HEK293 cAMP ctrl	4MU fluor	A350 fluor	Fluorescein autfl	UbGFP stabilizer	BRCT PPI green	Epigenetic mod	USP2a inh	Casp1 inh	BRCT inh red
O=c1oc2ccccc2cc1C1=Nn2c(nnc2-c2cccnc2)SC1
 : -3.1%	13.5%	i	i	i	4.1%	-0.7%	2.9%	31.5%[activator]	-1.3%	-2.6%
CC(=O)c1cccc(NC(=O)N2CCCC2C(=O)Nc2cc(C)ccc2C)c1 (stereo not drawn)
 : -0.6%	2.6%	i	i	i	-1.9%	-0.5%	0.0%	6.4%	-3.0%	-2.8%
COc1cccc(-c2n[nH]c(=S)n2Cc2ccco2)c1OC
 : -0.6%	-0.9%	i	i	?	-5.1%	0.2%	2.0%	0.4%	0.6%	0.3%
O=C(c1ccco1)N1CCN(C(c2ccccc2)c2nnnn2Cc2cccs2)CC1 (stereo not drawn)
 : -3.8%	19.9%	i	i	?	3.0%	-0.5%	-2.4%	10.9%	0.8%	-0.5%
Cc1[nH]c2ccccc2c1C(=O)CSCC(=O)O
 : -0.9%	-9.2%	i	i	i	4.4%	-1.2%	2.1%	-4.0%	0.7%	0.8%
Nc1ncnc2[nH]c(=O)[nH]c12
 : 0.0%	.	.	.	.	.	-1.1%	.	-4.9%	0.1%	1.4%
CCc1sc(NC(=O)COC)nc1-c1ccccc1
 : 1.6%	?	i	i	i	0.7%	-0.5%	2.6%	5.0%	-0.5%	-0.2%
C[C@@H](O)[C@H]1C(=O)N2C(C(=O)O)=C(S[C@@H]3CN[C@H](C(=O)N(C)C)C3)[C@H](C)[C@H]12
 : -2.2%[25.7 µM]	0.0%[25.6 µM]	?	?	?	0.0%[20.5 µM]	-0.4%[34.4 µM]	-1.2%[20.6 µM]	5.6%[17.1 µM]	-3.9%[25.7 µM]	0.4%[34.4 µM]
CCCCCC/C=C\CCCCCCCc1cccc(O)c1C(=O)O
 : -10.7%	.	.	.	.	.	-2.8%[3.08 µM]	.	7.8%	-7.3%	-0.1%
CCC/C=C(\CCC)C(NS(=O)(=O)CC12CCC(CC1=O)C2(C)C)c1ccc(C(=O)OC)cc1 (stereo not drawn)
 : -1.1%	17.1%	.	.	.	.	-5.1%	.	.	2.0%	-1.2%
NC(N)=NC(N)=Nc1ccc(C(=O)O)cc1
 : -0.6%[11.5 µM]	11.7%[11.4 µM]	i	i	i	-4.3%[9.17 µM]	-1.4%[15.4 µM]	2.2%[9.22 µM]	.	-2.0%[11.5 µM]	0.4%[15.4 µM]
COC(=O)c1c(C)cc(C)n2c1nc1ccccc12
 : -20.6%	16.5%	1.64e-07M*	1.45e-07M*	i	2.2%	0.5%	1.3%	2.5%	?	0.6%
Cc1csc(SCC(=O)Nc2nc(-c3ccccc3)cs2)n1
 : -0.5%	-8.0%	i	i	?	3.7%	-4.4%	4.1%	14.2%	-1.6%	-0.4%
CNC(=O)[C@]1(C)C[C@H]1[C@H](NC(=O)[C@]1(C)C[C@H]1[C@H](NC(=O)[C@]1(C)C[C@H]1[C@H](NC(=O)[C@]1(C)C[C@H]1[C@H](NC(=O)OCc1ccccc1)c1ccccc1)c1ccccc1)c1ccccc1)c1ccccc1
 : -1.1%	5.7%	.	.	.	.	-1.4%	.	.	-2.5%	-0.2%
Cc1nnc(C)n1/N=C/C=C/c1ccccc1
 : 0.7%	5.5%	i	i	i	-1.5%	-1.5%	0.0%	4.3%	-2.4%	0.4%
COC(=O)CSc1nc(C2CC2)cc(C(F)(F)F)c1C#N
 : -9.1%	?	i	i	i	-3.0%	-2.6%	-2.3%	.	-12.8%	-0.7%
O=C(C1CCCN(S(=O)(=O)c2cnc[nH]2)C1)N1CCN(c2ccc(Cl)cc2)CC1 (stereo not drawn)
 : -1.9%	6.1%	.	.	.	-12.1%	-1.1%	-3.4%	.	-4.9%	-0.6%
COc1ccc(CCn2c(NCc3ccco3)nc3c2c(=O)[nH]c(=O)n3C)cc1
 : 0.2%	1.7%	i	i	?	1.7%	-3.1%	0.0%	-12.0%	0.6%	1.0%
Cn1c(=O)[nH]c(=O)c2c1nc(SCCN1CCCCC1)n2CCCc1ccccc1
 : 1.0%	2.3%	i	i	?	-2.6%	0.6%	0.0%	-3.4%	2.0%	0.4%
CCCCOc1ccc(/C(O)=C2/C(=O)C(=O)N(CCN(C)C)C2c2ccc(O)c(OC)c2)cc1 (stereo not drawn)
 : 0.0%	2.4%	?	?	i	.	-2.2%	0.5%	6.4%	-1.4%	0.6%
O=C(NC1CCCc2ccccc21)C1CCCN(S(=O)(=O)c2cnc[nH]2)C1 (stereo not drawn)
 : -1.0%	-3.9%	.	.	.	4.2%	-1.1%	-5.5%	.	-2.6%	1.0%
Cn1c(CN2CCOCC2)nnc1SCC(=O)NC1CCCCC1
 : -0.2%	2.8%	i	i	i	0.3%	-0.5%	-2.9%	-2.7%	2.0%	0.1%
Clc1ccc2nc(CSc3nnc(-c4c[nH]c5ccccc45)o3)cn2c1
 : 0.9%	13.9%	i	i	i	4.8%	0.0%	3.4%	9.5%	-1.0%	-2.3%
C[C@@H](N)[C@@H](C)Cc1ccccc1
 : 1.1%[11.5 µM]	4.5%[11.4 µM]	i	i	?	5.8%[9.17 µM]	4.4%[15.4 µM]	0.0%[9.22 µM]	.	-1.1%[11.5 µM]	0.3%[15.4 µM]
Cc1cccc(N(C)c2cc(C)nc3ncnn23)c1
 : -0.1%	?	.	.	.	-2.9%	-0.5%	3.4%	.	0.9%	-0.4%
Cc1ccc2oc(Nc3nc(C)cc(C)n3)nc2c1
 : -0.5%	3.6%	.	.	.	-8.8%	0.7%	7.5%	-1.7%	1.3%	1.2%
